FBW7 activator = human FBW7 E3 ligase activation, primary screen; AlphaScreen FBW7–phospho-cyclin E peptide binding, activator screen; normalized activity (activation), % at 26.1 µM; 0.13% of 650,000 active; AID 1259310; in the data active = normalized activity above about 1.9%;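 note: purified mutant Fbw7 with reduced substrate affinity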
MITF primary = inhibitors of human MITF; AlphaScreen MITF homodimerization, bead proximity signal; inhibition, % at 2.6 µM; AID 1259374; O75030; 0.91% of 650,000 active; in the data active = inhibition above about 50%;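 note: 0% = vehicle wells with protein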
Target sequence (O75030 whole entry, looked up): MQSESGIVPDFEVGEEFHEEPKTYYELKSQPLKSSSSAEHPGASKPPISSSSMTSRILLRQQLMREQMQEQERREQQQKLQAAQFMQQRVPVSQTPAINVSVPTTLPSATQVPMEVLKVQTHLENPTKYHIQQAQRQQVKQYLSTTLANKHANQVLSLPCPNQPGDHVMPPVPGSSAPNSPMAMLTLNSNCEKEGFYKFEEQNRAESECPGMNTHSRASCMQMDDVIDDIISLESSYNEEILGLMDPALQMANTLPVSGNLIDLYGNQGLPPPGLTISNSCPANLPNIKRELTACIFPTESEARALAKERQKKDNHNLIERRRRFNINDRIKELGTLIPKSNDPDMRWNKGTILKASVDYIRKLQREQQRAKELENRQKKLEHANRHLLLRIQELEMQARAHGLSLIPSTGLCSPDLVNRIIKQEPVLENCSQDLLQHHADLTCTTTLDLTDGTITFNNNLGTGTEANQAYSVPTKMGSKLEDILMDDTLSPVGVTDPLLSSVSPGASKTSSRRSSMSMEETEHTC
TEAD-YAP block = TEAD-YAP interaction inhibition. 1.4% of 640,000 active. HEK-TIYL cells, TEAD-Gal4/YAP UAS-luciferase luminescence. inhibition, % at 9.12 µM; in the data active = inhibition above about 32%;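 note: 0% = median of test compound wells and 100% = reference inhibitor wells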
GPR151 activ = activators of human GPR151; Q8TDV0; PathHunter beta-arrestin GPR151 cells, luminescence; activation, % at 11.2 µM; 1% of 650,000 active; AID 1508602; in the data active = activation above about 4.9%;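 note: 0% = median of compound wells and 100% = cells with positive control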
Target sequence (Q8TDV0 whole entry, looked up): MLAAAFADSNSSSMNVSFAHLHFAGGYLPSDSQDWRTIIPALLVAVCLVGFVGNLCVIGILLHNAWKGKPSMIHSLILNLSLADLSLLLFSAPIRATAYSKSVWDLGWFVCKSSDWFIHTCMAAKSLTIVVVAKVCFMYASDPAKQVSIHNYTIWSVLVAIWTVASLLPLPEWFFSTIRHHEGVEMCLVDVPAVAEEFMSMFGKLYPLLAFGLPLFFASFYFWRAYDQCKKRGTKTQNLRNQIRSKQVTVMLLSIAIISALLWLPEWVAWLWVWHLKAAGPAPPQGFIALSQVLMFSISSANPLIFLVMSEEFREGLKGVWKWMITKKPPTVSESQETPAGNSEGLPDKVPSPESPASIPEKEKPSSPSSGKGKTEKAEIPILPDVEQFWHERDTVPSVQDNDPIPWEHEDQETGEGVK
* hit, by the source's call.

SMILES | FBW7 activator | MITF primary | TEAD-YAP block | GPR151 activ
OCCN=Cc1c2ccccc2cc2ccccc12 | 0.0 | 18 | 13 | 0.7
CCOC(=O)c1cnc2c(C)cc(Cl)cc2c1Nc1ccc(Cl)cc1 | 0.0 | -1 | -4 | -1.1
Cc1cc(C(=O)COc2ncnc3cc([N+](=O)[O-])ccc23)c(C)n1Cc1ccco1 | -0.4 | 18 | -19 | -0.7
Cc1ccc(-c2noc(C3CCN(S(C)(=O)=O)CC3)n2)o1 | 0.0 | -16 | -25 | 0.2
COc1ccc(S(=O)(=O)n2nnc3ccccc32)c(C)c1 | -0.2 | 6 | 6 | 0.6
O=C1NC(=Nc2ccccc2)SC1Cc1cccc(Cl)c1Cl (stereo not given) | 0.1 | -2 | 8 | 1.0
O=c1/c(=C/c2cccc(C(F)(F)F)c2)sc2nc3ccccc3n12 | -0.2 | -2 | 5 | 1.7
Cc1ccc(S(=O)(=O)c2nc(-c3ccc(Cl)cc3)oc2N2CCOCC2)cc1 | 0.1 | 12 | -10 | 2.7
CCOCCCn1c(SCC(=O)Nc2ccccc2C(N)=O)nc2ccccc2c1=O | -0.1 | -5 | -5 | -1.8
COc1ccc(/C=N\NC(=O)CNc2ccccc2C)cc1I | 0.1 | 17 | 2 | 1.2
Cn1cc(-c2cn3c(NC(=O)CC4CC4)cnc3cn2)cn1 | -0.1 | -11 | 0 | 1.1
O=C(NCCO)c1csc(Nc2ccc(C(F)(F)F)cc2)n1 | -0.1 | 1 | -3 | 1.3
COc1ccc(CCNC(=O)CSc2nc3ccsc3c(=O)n2CCCCC(=O)O)cc1OC | 0.3 | -10 | 8 | 1.3
Cc1ccc(C)c(N(C)S(=O)(=O)c2ccc3[nH]cc(C(=O)NC(C)(C)C)c(=O)c3c2)c1 | 0.1 | -6 | 9 | -0.5
COC(=O)C1=C(C)NC2=C(C(=O)CC(c3ccc(Cl)cc3)C2)C1c1ccc(Cl)cc1Cl (stereo not given) | 0.0 | -2 | 5 | -0.2
O=C(CNC(=O)c1cn(-c2ccccc2)nc1-c1ccc(Cl)cc1)c1ccccc1 | -0.1 | 10 | -2 | -0.6
CC1=C(C(=O)OCCc2ccccc2)C(c2ccsc2)C2=C(CCCC2=O)N1 (stereo not given) | 0.4 | -16 | -6 | 3.0
Cc1cc(C)c(C)c(OCC(=O)NCCN(C)C)c1 | 0.1 | -3 | -3 | -1.5
O=C(CCS(=O)(=O)c1cccc2nonc12)Nc1ccc(Br)cc1 | -0.1 | 4 | -8 | -0.6
CN1C(=O)C(O)(CC(=O)c2ccc([N+](=O)[O-])cc2)c2ccccc21 (stereo not given) | 0.1 | 14 | -12 | 0.2
Cc1ccnc(N2CCC(C(=O)Nc3ccc(Cl)cc3Cl)CC2)n1 | 0.2 | 8 | 2 | 1.0
O=c1[nH]c(N2CCOCC2)nc2c1CCN(Cc1ccc(N3CCCC3)cc1)C2 | 0.1 | 20 | 5 | -0.6
Cc1ccc2c(c1)sc(=N)n2CCO | 0.6 | -4 | 0 | 0.2
CCn1cc(C(=O)OCC(=O)c2cc(C)n(-c3ccccc3)c2C)c(=O)c2ccc(C)nc21 | 0.0 | 3 | 5 | 0.4
COc1ccc(CCNC(=O)COc2ccc(Cl)c3cccnc23)cc1OC | 0.6 | 8 | -1 | -1.8

Continuation:
SMILES | FBW7 activator | MITF primary | TEAD-YAP block | GPR151 activ
O=C(CSc1ccc([N+](=O)[O-])cc1)Nc1ccc(S(=O)(=O)N2CCCCC2)cc1 | 0.0 | 6 | 14 | 0.9
COC(=O)C(C)(C)NC(=O)c1ncccc1Oc1nc(OC)cc(OC)n1 | -0.1 | -2 | -2 | -1.7
Cc1ccc(N2CCn3c(SCC(=O)Nc4ccc5c(c4)OCCO5)nnc32)cc1 | 0.0 | -6 | 4 | 1.1
O=C(Nc1ccnn1C1CCN(Cc2cc3ccccc3o2)CC1)c1ccc2c(c1)OCO2 | -0.2 | -1 | 13 | -0.2
COC(=O)Oc1cncc(C(=O)ON2C(=O)CCC2=O)c1 | 0.3 | 15 | 9 | -0.7
Cc1ccc2c(n1)sc1c(=O)[nH]c(C)nc12 | 0.0 | -29 | 1 | 0.1
CSCCC(NC(=O)c1ccccc1)C(=O)OCc1cnc(-c2ccccc2)o1 (stereo not given) | 0.2 | 13 | 2 | -0.4
O=C1NC(=S)N/C1=C/c1ccc(-c2ccc(F)cc2)o1 | 0.0 | 8 | -29 | 0.8
CC(CCc1ccccc1)NC(=O)Cn1c(CO)nc2ccccc21 (stereo not given) | 0.0 | -11 | 5 | 6.2*
CC(=O)Oc1ccc(C2Nc3ccc(C(=O)O)cc3C3C=CCC32)c(OC(C)=O)c1 (stereo not given) | -0.9 | 24 | -7 | 0.6
Cn1ccc(CC(=O)N2CCC(CO)(Cc3ccc(Cl)cc3)CC2)c1 | -0.1 | -6 | 8 | 0.1
CCN(CC)CCCN(C)C(=O)Cc1nc(-c2ccc(OC)cc2)no1 | -0.1 | 4 | -5 | 5.0*
Cc1ccc(CN2CCN(Cc3cnc(C)s3)CC2CCO)cc1 (stereo not given) | 0.1 | 0 | -15 | 3.4
CCOc1ccc(NC(=O)CSc2nc3ccsc3c(=O)n2CCc2ccc(OC)c(OC)c2)cc1 | -0.1 | 2 | 8 | -1.3
COC(=O)c1c(OC2CCCC2)cc(=O)n2c1CCN(Cc1c(F)cccc1Cl)CC2 | -0.1 | 0 | 2 | -0.6
NC(=O)c1c(NC(=O)C2CCCCC2)sc2c1CCCC2 | -0.2 | -7 | -76 | 0.0
Cc1onc(-c2c(Cl)cccc2Cl)c1C(=O)Nc1ccccc1F | -0.1 | -3 | 20 | 0.8
CCn1c2ccccc2c2nnc(N3CCN(c4ccccn4)CC3)nc21 | -0.2 | 4 | -11 | -0.4
CCOc1ccc(C2C(C#N)=C(SCC(=O)OC)NC(=O)C2C(=O)OC)cc1 (stereo not given) | 0.0 | 14 | 9 | 0.6
Cn1/c(=N\N=C\c2cccc([N+](=O)[O-])c2)sc2ccccc21 | -0.2 | -5 | -13 | -0.1
O=C(CSc1n[nH]c(=O)[nH]c1=O)c1ccccc1[N+](=O)[O-] | -0.2 | -15 | 8 | -1.0
CCOC(=O)CN1C(=O)C(O)(CC(=O)c2ccc(C)cc2C)c2ccccc21 (stereo not given) | 0.1 | 3 | -8 | -0.2
O=C(CCC1(Cc2cccc3ccccc23)CCC(=O)N1)NCCCN1CCCC1=O (stereo not given) | 0.1 | -2 | 3 | 1.1
Cc1cc(C(=O)NCc2ccccn2)c2ccccc2n1 | -0.2 | 4 | 9 | -2.1
O=C(CN1CCC(O)(c2ccccn2)CC1)Nc1ccccc1N1CCOCC1 | 0.0 | 7 | 0 | -1.6

Entries from the list above that have a COOH group, in the order listed:
SMILES | FBW7 activator | MITF primary | TEAD-YAP block | GPR151 activ
COc1ccc(CCNC(=O)CSc2nc3ccsc3c(=O)n2CCCCC(=O)O)cc1OC | 0.3 | -10 | 8 | 1.3
CC(=O)Oc1ccc(C2Nc3ccc(C(=O)O)cc3C3C=CCC32)c(OC(C)=O)c1 (stereo not given) | -0.9 | 24 | -7 | 0.6

Other records.
SMILES | FBW7 activator | MITF primary | TEAD-YAP block | GPR151 activ
O=C(CN1C(=O)C2C3C=CC(C3)C2C1=O)Nc1cccc(F)c1 (stereo not given) | -0.1 | -1 | -2 | -0.1
Cc1cc(C(F)(F)F)c2c(NCc3cccc(C#N)c3)n[nH]c2n1 | 0.0 | -9 | -10 | 0.3
Nc1ncc(-c2cccc(C(=O)O)c2)nc1N1CCC[C@@H]1CO | 0.2 | 25 | 6 | 1.4
O=C(NC1CCN(Cc2ccccc2)CC1)c1cccc(Nc2nccc3ccccc23)n1 | -0.1 | -17 | 0 | -1.6
CCOC(=O)c1c(CS(=O)(=O)c2ccccc2)n(C)c2cc(Br)c(O)c(CN(C)C)c12 | 0.7 | 5 | 8 | 3.5
COc1ccc(C(C)=O)cc1COC(=O)c1ccc(OC)c([N+](=O)[O-])c1 | 0.1 | -9 | 14 | 0.6
Cc1ccccc1C1C(C#N)=C(N)N(N(C)C)C2=C1C(=O)CCC2 (stereo not given) | 0.1 | -10 | -33 | 1.4
COc1ccc(C(=O)NCc2nnc(SCC(=O)N3N=C(c4cccs4)CC3c3ccc(F)cc3)n2Cc2ccccc2)cc1OC (stereo not given) | 0.3 | 11 | -9 | 1.9
O=C(NCCc1ccc(O)cc1)c1ccnc(Nc2ccncn2)c1 | -0.1 | 6 | 0 | 3.1
CCOc1ccccc1-n1c(=S)sc2c(=O)n(-c3ccccc3)c(SCC3CCCO3)nc21 (stereo not given) | -0.2 | -5 | 7 | 1.1
Nc1ccc2c(c1)C(=O)N(c1ccc(Cc3ccc(N4C(=O)c5ccc(N)cc5C4=O)cc3)cc1)C2=O | -0.1 | -14 | -10 | -0.8
O=C(c1nc(-c2ccc(Cl)cc2)n2c1CCCCC2)N1CCOCC1 | 0.0 | 4 | 5 | 0.8
CCN(c1cccc(C)c1)S(=O)(=O)c1ccc2c(c1)NC(=O)CC(=O)N2 | -0.3 | -3 | -2 | 0.3
N#CCCN(C(=O)/C(C#N)=C/c1ccco1)c1ccccc1 | -0.3 | 8 | 2 | -0.6
CCOc1cc(C#N)ccc1OCC(=O)NC1CCCCCC1 | 0.1 | 1 | -10 | -0.7
CC1(C)CC(=O)C2=C(C1)NC(=S)C(C#N)C21CCCCC1 (stereo not given) | -0.1 | 12 | 3 | -0.4
Cc1nn(CCC(=O)Nc2ccc(Br)cc2)c(C)c1C | 0.7 | 20 | 4 | -0.7
COc1cc(CNC(=O)C2CCN(C(=O)c3cn(C)nc3OC)CC2)cc(OC)c1OC | 0.2 | 11 | 11 | -1.7
Cn1cccc1/C=N/NC(=O)c1ccccn1 | -0.4 | 9 | -30 | -5.1
O=C(CCC(=O)N1CCOc2ccccc21)NCc1ccccc1Br | 0.1 | -1 | -5 | 1.1
CCOC(=O)CN(C#N)c1nc(N2CCCCC2)nc(N2CCCCC2)n1 | 0.0 | 2 | -9 | -0.6
Cc1ccccc1Cn1c(C)c(CNC2CCCc3ccccc32)c(C(=O)O)c1C (stereo not given) | 0.6 | 22 | 9 | 0.9
CCc1sc(C(=O)NCCCN2CCCC2=O)cc1Br | 0.9 | 23 | 1 | 0.9
CCOC(=O)N1CCN(S(=O)(=O)c2ccc(C(=O)Nc3ccccc3Cl)cc2)CC1 | 0.3 | 13 | 11 | 0.2
CCSc1nnc2c3ccccc3n(C)c2n1 | 0.1 | 12 | -29 | -1.6

Full records, quoted from the list. Values in the order: FBW7 activator	MITF primary	TEAD-YAP block	GPR151 activ
`N#CCCN(C(=O)/C(C#N)=C/c1ccco1)c1ccccc1` across the screens: -0.3	8	2	-0.6
`COc1cc(CNC(=O)C2CCN(C(=O)c3cn(C)nc3OC)CC2)cc(OC)c1OC` across the screens: 0.2	11	11	-1.7
`CCc1sc(C(=O)NCCCN2CCCC2=O)cc1Br` across the screens: 0.9	23	1	0.9
`Cn1cccc1/C=N/NC(=O)c1ccccn1` across the screens: -0.4	9	-30	-5.1

Rewritten as comma-separated lines: 3 of the compounds above.
mol,FBW7 activator,MITF primary,TEAD-YAP block,GPR151 activ
NC(=O)c1c(NC(=O)C2CCCCC2)sc2c1CCCC2,-0.2,-7,-76,0.0
Cc1onc(-c2c(Cl)cccc2Cl)c1C(=O)Nc1ccccc1F,-0.1,-3,20,0.8
CCn1c2ccccc2c2nnc(N3CCN(c4ccccn4)CC3)nc21,-0.2,4,-11,-0.4

Going on with the list.
SMILES | FBW7 activator | MITF primary | TEAD-YAP block | GPR151 activ
CC1(C)CC(n2c(NCCO)nc3c(c2=O)C2(CCCCC2)Cc2ccccc2-3)CCO1 (stereo not given) | 0.1 | 8 | -11 | -0.2
O=C(CCCn1c(=O)[nH]c2ccsc2c1=O)N1CCN(C2CCCCC2)CC1 | 0.0 | -12 | -6 | -0.9
COC(=O)c1c(N2C(=O)C=CC2=O)sc2c1CCC(C(C)(C)C)C2 (stereo not given) | -0.1 | -9 | 6 | -1.5
O=C(O)CNCCC(O)c1ccccc1 (stereo not given) | 0.0 | 35 | -4 | 1.3
CC(C(=O)N/N=C/c1ccc(O)cc1O)n1nnc2ccccc21 (stereo not given) | -0.2 | 46 | 5 | -0.3
CSc1ccc(C(=O)NCC2CCC3(CCN(Cc4cccnc4)CC3)O2)cc1 (stereo not given) | 1.3 | 3 | 10 | 1.3
CCOc1ccc(C(=O)NCCN2CCN(S(=O)(=O)c3ccccc3)CC2)cc1 | 0.0 | -7 | -14 | -1.7
O=C(Cn1cnc2sc3c(c2c1=O)CCCC3)NCCCC(=O)N1CCN(c2ccccn2)CC1 | 0.1 | 4 | 11 | -0.5
Cc1ccccc1C(=O)NCCN=C1NS(=O)(=O)c2ccccc21 | -0.1 | -5 | 4 | -0.7
O=C(O)c1cc(-c2cccc([N+](=O)[O-])c2)nc2ccccc12 | 0.5 | -9 | -8 | -0.7
CC1=NN(c2ccc(C)cc2)C(=O)/C1=C\c1ccc2c(c1)OCO2 | 0.1 | 8 | -7 | 0.2
O=C(NC1CCCCC1)N1CCN2C(=O)[C@@H]3CSCN3C(=O)[C@H]2C1 | 0.1 | 76* | 14 | -0.9
CC(C(O)c1ccccc1)N(C)S(=O)(=O)c1ccc2ccccc2c1 (stereo not given) | -0.2 | 5 | 8 | 0.7
CCCN1CCN(C(=O)Cn2ncc3ccccc32)CC1 | 0.1 | 10 | -7 | 0.1

Bioassay records deposited in PubChem BioAssay by The Scripps Research Institute Molecular Screening Center.
